Screens from PubChem.
GAA glycogen mod = inhibitors or activators of human alpha-glucosidase glycogen cleavage | Potency, µM (doses to about 76.4 µM), without a hit: at the highest dose activity change, negative = inhibition, actives largely listed as inhibitors | recombinant GAA, glycogen substrate, Amplex Red glucose oxidase fluorescence | 0.38% of 300,000 active | P10253; active = well fitted inhibition curve with a large enough effect; inconclusive = small, poorly fitted or top-dose-only effect, or another doubt; inactive = no such curve, though single readings can be large or run the other way;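 also: 0% = full enzyme reaction and -100% = no-enzyme basal signal; the screen sought inhibitors and activators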
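Recombinant human alpha-glucosidase (4 nM final) hydrolysed bovine liver glycogen (30 ug) for 40 min at 37 C in pH 5.0 citrate/phosphate with 0.01% Tween-20. Released glucose detected by glucose oxidase/Amplex Red, Ex 573/Em 610 nm. Compounds up to 77 uM; AC50 from Hill fits.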
The depositor's hits bear a star; ? = inconclusive; [ ] = another dose, or the depositor's remark. Potency is read from the fitted curve at half-maximal effect. A portion of the library; rates above refer to the full screens.

item	SMILES	GAA glycogen mod
1	COC(=O)c1ccccc1NC(=O)CSc1cc(-c2ccccc2)nc(C)n1	-3%[76.3 µM]
2	COc1ccc(C(=O)NCc2nnc(SCC(=O)N3CCCC3)o2)cc1OC	-2%[76.3 µM]
3	O=C(CN(C(=O)c1csnn1)c1ccccc1Cl)NC1CCCCC1	-1%[76.3 µM]
4	Cc1cc(C)cc(NC(=O)C(=O)NCC(c2cccnc2)N2CCc3ccccc3C2)c1 (stereo not drawn)	16%[76.3 µM]
5	O=C(Nc1ccc(Cl)cc1)C1CCN(c2nc3ccccc3n3cccc23)CC1	-21%[76.3 µM]
6	CC(C)c1ccccc1NC(=O)CN(c1ccccc1)S(=O)(=O)N(C)C	14%[76.3 µM]
7	CCOc1ccc(OCCC(=O)N2CCN(S(=O)(=O)c3ccc(OCC)cc3)CC2)cc1	-1%[76.3 µM]
8	COc1ccc(CC(=O)N/N=C(\C)CC(=O)Nc2ccc(N(C)C)cc2)cc1OC	1%
9	Cc1ccsc1CN(C(=O)c1oc2cc(Br)ccc2c1C)C1CCS(=O)(=O)C1 (stereo not drawn)	-4%[76.3 µM]
10	Cc1cc(Br)cc(Cl)c1OC(=O)c1cnccn1	-15%
11	COc1ccc2c(c1)NC(c1ccc(Cl)cc1)=NC(c1cccs1)=N2	-16%[76.3 µM]
12	C=CCN1C(=O)C(CC(=O)NCC)SC1=Nc1ccccc1CC (stereo not drawn)	12%[76.3 µM]
13	CC(Oc1cc2oc(=O)cc(-c3ccccc3)c2cc1Cl)C(=O)NCC1CCC(C(=O)O)CC1 (stereo not drawn)	-2%[76.3 µM]
14	Cc1cccc(NC(=O)C(=O)c2cc(C)n(-c3ccccc3)c2C)c1C	1%[76.3 µM]
15	Cc1ccc(Sc2cc(C(=O)c3ccccc3C(=O)O)ccc2[N+](=O)[O-])cc1	1%
16	C[C@H](NC(=O)[C@H](Cc1ccccc1)n1c(=O)[nH]c2ccccc2c1=O)C(=O)N1CCC[C@H]1C(=O)O	10%[76.3 µM]
17	CCN(CC(=O)Nc1cc(Cl)ccc1C)C(=O)COc1cccc2c1OC(C)(C)C2	-1%[76.3 µM]
18	Cc1ccc(Nc2sc(C(=O)c3ccccc3)c(N)c2S(=O)(=O)c2ccccc2)cc1Cl	-1%[76.3 µM]
19	O=C(NCC(=O)N(c1ccccc1F)C(C(=O)NC1CCCC1)c1cccnc1)c1ccco1 (stereo not drawn)	0%
20	COc1ccc(NS(=O)(=O)c2ccc(-c3coc(C)n3)cc2)c(OC)c1	-7%[76.3 µM]
21	COc1ccc(N=Nc2cc(-c3ccccc3)ccc2O)cc1	-10%[76.3 µM]
22	Cc1ccc(OCC(=O)NCCCNC(=O)c2ccco2)cc1C	5%[76.3 µM]
23	CCOC(=O)N1CCC(N2Cc3cccc(C(=O)Nc4ccccc4OC)c3C2=O)CC1	1%[76.3 µM]
24	O=C(CSc1nnc(-c2ccc(Cl)cc2)o1)Nc1ccc(F)cc1	13%[76.3 µM]
25	COc1ccc(NC(=O)c2c(C)oc3ccc(O)c(CN4CCC(C)CC4)c23)cc1Cl	-9%[76.3 µM]
26	CCCCn1nnnc1SCC(=O)NC1CCCCC1	7%
27	Cc1sc2nc(SCCO)n(-c3ccccc3)c(=O)c2c1C	-9%[76.3 µM]
28	Cc1cccc(OCC(=O)Nc2ccc3c(c2)nc(CCN2CCC(C)CC2)n3C)c1	4%[76.3 µM]
29	COc1ccc(NC(=O)Cn2cc(C(C)=O)c3ccccc32)cc1	2%[76.3 µM]
30	CC1CN(S(=O)(=O)c2cccc(C(F)(F)F)c2)C(C)N1C(=O)N1CCOCC1 (stereo not drawn)	11%
31	C=CCn1cc(C(=O)N2CCN(c3ccccc3)CC2)c(=O)c2cc(S(=O)(=O)N3CCCC3)ccc21	-15%[76.3 µM]
32	O=C(CSc1n[nH]c(-c2ccncc2)n1)Nc1ccc(Br)cc1	-15%[76.3 µM]
33	COc1ccc(OC)c(CCNC(=O)c2nn(C)c3c2CSc2ccccc2-3)c1	-10%[76.3 µM]
34	Cc1nc2ccccc2cc1C(=O)N(C)Cc1ccccc1	-9%
35	CC(=O)c1ccc(N2CCN(C(=O)c3cccs3)CC2)c(F)c1	7%[76.3 µM]
36	CCn1c(CN2CCN(c3ccc(OC)cc3)CC2)nc2cc(S(=O)(=O)N(C)C)ccc21	2%
37	Cc1ccc(C(=O)N(CC(=O)NC2CCCC2)c2ccc(F)cc2)s1	-6%
38	COc1ccccc1NC(=O)CN1C(=O)C(c2ccc(F)cc2)=NC12CCCCC2	-3%[76.3 µM]
39	Cc1cc(C)cc(NC(=O)CN2CCC(NC(=O)c3cccc(F)c3)CC2)c1	1%
40	CCN(CC)CCN(C(=O)c1ccc2ccccc2c1)c1nc2ccc(F)cc2s1	-2%[76.3 µM]
41	COc1ccc(Cl)cc1C(=O)Nc1nc(C)cc(C)n1	3%[76.3 µM]
42	COc1ccccc1CC(=O)NC12CC3CC(CC(C3)C1)C2	-15%[76.3 µM]
43	Cc1ccc(Cn2c(CN3CCC(C(=O)O)CC3)cc3ccccc32)cc1	-9%[76.3 µM]
44	C[C@H](NC(=O)c1nc[nH]c1C(=O)N[C@@H](Cc1ccccc1)C(=O)OCc1ccccc1)C(=O)OC(C)(C)C	-20%[76.3 µM]
45	Cc1ccc(C)c(NC(=O)CSc2nnc(NC(=O)C3CC3)s2)c1	3%[76.3 µM]
46	O=C(COc1ccccc1-c1nc(-c2ccccc2)no1)Nc1cccc([N+](=O)[O-])c1	?
47	CCOc1ccc(CCNC(=O)c2ccc(NC3=NC4CS(=O)(=O)CC4S3)cc2)cc1 (stereo not drawn)	0%[76.3 µM]
48	O=C(Nc1ccc(F)cc1F)c1ccc(S(=O)(=O)N2CCCCC2)cc1	-8%[76.3 µM]
49	CCOC(=O)C1CCN(CC(=O)N2CCc3ccccc32)CC1	-11%
50	Cc1oc(-c2cccc(Cl)c2)nc1CS(=O)(=O)CC(=O)NCc1ccccc1Cl	-4%[76.3 µM]

(list continues)
item	SMILES	GAA glycogen mod
51	N=c1oc2cc(O)ccc2cc1C(=O)Nc1ccc(Br)cc1	21%[76.3 µM]
52	COc1ccc(CCNC(=O)c2c(O)nc3ccccn3c2=O)cc1OC	5%[76.3 µM]
53	CC1CN(C(=O)/C(=C/c2ccco2)NC(=O)c2ccccc2)CC(C)O1 (stereo not drawn)	-6%
54	COc1cc2c(cc1OC)C(COc1ccc3c(C)cc(=O)oc3c1)N(C(=O)CC(C)C)CC2 (stereo not drawn)	-5%[76.3 µM]
55	CCC(=O)Nc1ccc(C)cc1-c1nc2ccccc2n(CC(=O)Nc2ccccc2Cl)c1=O	6%[76.3 µM]
56	Cc1ccc(Sc2c(C)nn(C(=O)COc3ccccc3)c2C)cc1	-1%[76.3 µM]
57	O=C(Nc1nnc(-c2ccccc2)s1)c1ccccc1O	2%
58	CNc1ccccc1C(C)(C)c1cn(-c2ccc([N+](=O)[O-])cc2)nn1	6%[76.3 µM]
59	COc1cc2oc(=O)c(CC(=O)N3CCCCC3)c(C)c2cc1OC	-2%[76.3 µM]
60	COc1ccc(S(=O)(=O)NCC2CCCO2)cc1Cl (stereo not drawn)	-2%[76.3 µM]
61	NC(=O)C1CCN(CC(O)CSc2ccc(F)cc2)CC1 (stereo not drawn)	4%
62	CCC(Oc1ccccc1)C(=O)Nc1ccccc1C(=O)N1CCN(C)CC1 (stereo not drawn)	1%[76.3 µM]
63	CCc1ccc(NC(=O)COCc2cc(-c3ccc(F)cc3)on2)cc1	0%[76.3 µM]
64	COc1ccc(OCc2nc3ccccc3n2C(C)c2ccccc2)cc1 (stereo not drawn)	-16%[76.3 µM]
65	CCOc1ccc(NC(=O)COC(=O)COc2cccc3c2OC(C)(C)C3)cc1	11%[76.3 µM]
66	CCOc1ccc(CCNC(=O)c2cccc(NC3=NC4CS(=O)(=O)CC4S3)c2)cc1OCC (stereo not drawn)	7%[76.3 µM]
67	CC(=O)c1cc2c(cc1NC(=O)Cn1nc(-c3ccc(C)cc3)ccc1=O)OCO2	-4%
68	CCOC(=O)N1CCN(C(=O)CN2C(=O)COc3ccc(S(=O)(=O)N4CCOCC4)cc32)CC1	-8%[76.3 µM]
69	COc1ccc(CCNC(=O)Cc2c(C)c3cc4c(C(C)(C)C)coc4c(C)c3oc2=O)cc1	-7%[76.3 µM]
70	CCOc1ccc2oc(C(=O)NCC3CCCO3)c(C)c2c1 (stereo not drawn)	-12%[76.3 µM]
71	COc1ccc(C2C=C(c3ccccc3)Nc3nc(NC(=O)/C=C/c4ccc(Cl)cc4)nn32)cc1 (stereo not drawn)	15%[76.3 µM]
72	O=C(O)Cn1nc(-c2ccc(Cl)cc2)ccc1=O	-13%
73	COc1cccc(CNC(=O)C2CCN(S(=O)(=O)c3ccc4c(c3)NC(=O)CO4)CC2)c1	11%[76.3 µM]
74	O=C(Nc1cccc(Cl)c1)C1CCCN(c2cnccn2)C1 (stereo not drawn)	8%[76.3 µM]
75	O=C(Nc1ccc(N2CCOCC2)cc1N1CCOCC1)c1ncoc1-c1cccc(F)c1	0%
76	Cc1ccc(C)c(N2CCN(S(=O)(=O)c3cc4c(cc3Cl)NC(=O)CO4)CC2)c1	10%[76.3 µM]
77	O=C(COc1ccccc1)Nc1sc2c(c1C(=O)Nc1ccccc1)CCCCC2	3%[76.3 µM]
78	Cc1ccc(CCC(=O)Nc2ccc(C)c(C)c2)o1	-4%[76.3 µM]
79	Cc1ccc(C)c(S(=O)(=O)N2CCN(C(=O)CSc3ccccc3)CC2)c1	1%[76.3 µM]
80	COc1cc2nc(SCC(=O)Nc3ccc(F)cc3)n3nc(CCn4c(C)nc5ccccc54)nc3c2cc1OC	-9%[76.3 µM]
81	O=C(Cc1ccc(Cl)cc1)NC1CCS(=O)(=O)C1 (stereo not drawn)	-11%[76.3 µM]
82	CCC(C(=O)N1CCN(c2cc(Cl)ccc2C)CC1)n1nc(C)c2sc3ccccc3c2c1=O (stereo not drawn)	11%[76.3 µM]
83	COc1cccc(CNC(=O)Nc2ccc3c(c2)N(C)C(=O)c2ccccc2S3)c1	11%[76.3 µM]
84	CC(C)(C)Nc1nc(Cl)nc(Nc2ccccc2)n1	0%[76.3 µM]
85	COC(=O)Cn1c(CN(C)Cc2ccccc2)nc2c1c(=O)n(C)c(=O)n2C	18%[76.3 µM]
86	CCc1nc2ccccc2c(C(=O)Nc2ccc(C)cc2)c1C	-1%[76.3 µM]
87	CC(=O)c1cc2c(cc1NC(=O)c1ccc(C)cc1)OCCO2	18%[76.3 µM]
88	Cc1ccc(CNC(=O)C2CCC(=O)N2Cc2ccc(F)cc2)cc1 (stereo not drawn)	-6%
89	CCOc1ccc(C(=O)N2CCC(c3nc4ccccc4o3)CC2)cc1	6%[76.3 µM]
90	O=C(NC1CCN(Cc2ccc(Cl)cc2Cl)CC1)c1ccccc1	4%
91	CCS(=O)(=O)N1CCc2cc(C(=O)NCc3ccc(Cl)cc3)ccc21	-9%[76.3 µM]
92	Cc1ccc(-c2nnc(N3CCCCCC3)c3ccccc23)cc1	0%[76.3 µM]
93	Cc1cccc(NC(=O)C2C3C=CC4(O3)C2C(=O)N(CCCN2CCCC2)C4C(=O)NC2CCCC(C)C2C)c1 (stereo not drawn)	4%
94	CCCn1ncc(CN2CCC(n3nccc3NC(=O)CCc3ccccc3)CC2)c1C	1%[76.3 µM]
95	O=C(CN1CCc2ccccc2C1)Nc1ccccc1F	3%[76.3 µM]
96	Cc1ccc(C)c(NC(=O)C(C)N2C(=O)c3ccccc3C2=O)c1 (stereo not drawn)	1%[76.3 µM]
97	COc1ccc(-c2cc(C(=O)Nc3ccn(Cc4ccc(C)cc4)n3)no2)cc1OC	-5%[76.3 µM]
98	CCOC(=O)c1c(Oc2ccc(OC)cc2)nnc(-c2ccccc2)c1-c1ccccc1	9%[76.3 µM]
99	COc1ccccc1NC(C)=[N+](C)CCNS(=O)(=O)c1ccc(Cl)cc1	-11%[76.3 µM]
100	Cc1nc([N+](=O)[O-])cn1CC(=O)c1ccc(OC(F)(F)F)cc1	5%

The list goes on.
item	SMILES	GAA glycogen mod
101	COCCN1CC(=O)N2C(c3cccc(C)c3)c3[nH]c4ccccc4c3C[C@H]2C1=O (stereo partly drawn)	-2%
102	CC(C)C[C@@H](C(=O)NCC1CCCO1)N1C(=O)N2CCc3c([nH]c4ccccc34)[C@@]2(C)C1=O (stereo partly drawn)	-4%[76.3 µM]
103	CCCC(=O)N(c1ccc2oc(-c3ccccc3)c(C(=O)OCC)c2c1)S(=O)(=O)c1ccc(C)cc1	-13%[76.3 µM]
104	O=C(CSc1nnnn1-c1cccc2ccccc12)Nc1ccc(C(=O)O)cc1	1%[76.3 µM]
105	Cn1c(=O)c2c(nc(NCc3ccccc3)n2Cc2ccccc2)n(C)c1=O	-3%[76.3 µM]
106	CC(C)(CO)NC(=O)c1ccc2c(c1)C(=O)c1ccccc1-2	-9%
